Assay outcomes (PubChem BioAssay)
Lipid storage S3: qHTS Assay for Lipid Storage Modulators in Drosophila S3 Cells; Potency in µM for hits, for the others lipid storage change, negative = inhibition, % at the top dose, mostly 46.1 µM; 320,000 tested, 0.64% active; Drosophila S3 cells, BODIPY lipid droplet fluorescence, 18-24 h; cells fed with added oleic acid; active means well fitted inhibition curve with a large enough effect in the signal ratio, with a control signal flat, not every such curve was filed as active; inconclusive means small, poorly fitted or top-dose-only effect, or effect the other way, or a change in a side signal; the % refers to the signal ratio
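Laser-scanning cytometry quantifies lipid droplet accumulation (500–530 nm total intensity; droplet/cell object ratio) in oleic acid-fed (400 uM added) Drosophila S3 cells treated with a concentration series. 20 uM Triacsin C defined 100% inhibition.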
Lipid storage S3 cell count max: further read-out of Lipid storage S3, marked with its call; cell number change, %; measured here: cell count max response;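 cells counted by Cell Tracker Red CMTPX staining in the red channel; peak over a dose series mostly up to 46.1 µM; percent activity relative to internal control wells on each plate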
Active calls of the source: *; i = inactive; ? = inconclusive; · = not tested or not shown. On the % scale 0 is the no-effect control and ±100 the full control effect; potency means the concentration at half of the fitted maximal effect. Not all compounds are listed. The share of hits here may be higher or lower than overall.

Compound	Lipid storage S3	Lipid storage S3 cell count max
COc1cccc(CC(=O)OCC(=O)NCCc2ccc(F)cc2)c1	?	·
O=C(CSc1ccc(-c2ccccn2)nn1)N1CCCCC1	7%	14
COc1ccc(Oc2cn[nH]c2-c2ccc(OC)cc2O)cc1	i	-18
O=C(O)CN(c1ccccn1)S(=O)(=O)c1ccc(Cl)cc1	?	·
COc1ccc(Br)c2oc(SC)cc(=O)c12	24%	8
Cc1ccc(O)c(CNc2nc3ccccc3n2C(C)C)c1	?	·
COc1ccc(C2c3[nH]c4ccccc4c3C[C@H]3C(=O)N(c4ccccc4C(=O)N4CCC[C@H]4C(=O)O)C(=O)N23)cc1 (some centres undefined)	-28%	7
COc1ccccc1NS(=O)(=O)c1ccc(Cl)c(NC(=O)C(C)N2C(=O)c3ccccc3C2=O)c1 (centres undefined)	24%	-11
COc1cc(C(C)=O)ccc1Oc1ncnc2c1cnn2-c1ccc(C)c(C)c1	0%	-13
CC(C)(C)C(=O)NC(n1cnc2c(N3CCOCC3)ncnc21)C(Cl)(Cl)Cl (centres undefined)	?	·

Molecules above that contain an NH in an aromatic ring (two):
Compound	Lipid storage S3	Lipid storage S3 cell count max
COc1ccc(Oc2cn[nH]c2-c2ccc(OC)cc2O)cc1	i	-18
COc1ccc(C2c3[nH]c4ccccc4c3C[C@H]3C(=O)N(c4ccccc4C(=O)N4CCC[C@H]4C(=O)O)C(=O)N23)cc1 (some centres undefined)	-28%	7

New compounds follow.
Compound	Lipid storage S3	Lipid storage S3 cell count max
CCC1CN(C(=O)N2CCC(C(=O)Nc3ccccc3OC)CC2)c2ccccc2O1 (centres undefined)	?	·
O=C(CCc1nc2ccccc2c(=O)[nH]1)NC1CCN(Cc2ccccc2)CC1	?	·
O=C(NC(=S)Nc1ncccn1)c1ccc(Cl)cc1Cl	-12%	12
COCCNC(=O)C1CC2Cn3c(nc4cc5ccccc5cc43)C2N1C (centres undefined)	15%	0
CCCCNC(=O)c1[nH]c(C)c(C(C)=O)c1C	13%	6
O=C(Nc1ccc(O)cc1)N1CCOCC1	i	20
CCOc1ccccc1NC(=O)CCCCCN1C(=O)[C@@H]2Cc3ccccc3CN2C1=O	?	·
Cc1ccc(S(=O)(=O)Nc2ccc(Cl)cn2)cc1C	7%	-2
Cc1c(-c2ccccc2)nc(N)c(C#N)c1-c1ccco1	i	17
COc1ccccc1OCCCOc1c(C)cc(C)cc1Br	?	·
O=C(CSc1ncnc2nc[nH]c12)N1CCN(c2ccccc2)CC1	6%	-8
Cn1c(=O)cc(OCC(=O)NCCCN2CCN(c3ccccc3F)CC2)c2ccccc21	?	·
CCOC(=O)C1CCCN(C(=O)CN(c2ccc(OC)cc2)S(=O)(=O)c2c(C)noc2C)C1 (centres undefined)	?	·
CCc1ccccc1N(CC(=O)N1CCN(c2ccccc2F)CC1)S(C)(=O)=O	?	·
COc1ccc(C(=O)COC(=O)C2CCCN2C(=O)C23CC4CC(CC(C4)C2)C3)cc1 (centres undefined)	3%	12
N/C(=N\OC(=O)c1ccc2ccccc2c1)c1ccncc1	?	·
Cc1cc(C(=O)NC(C)C2CC2)c(Cl)cc1Cl (centres undefined)	?	·
Cc1ccc(NC(=O)c2oc3ccccc3c2C)c([N+](=O)[O-])c1	-13%	-14
COc1ccc(NC(=O)CSC2=NN3CCCC(=O)N=C3S2)c(OC)c1	?	·
CCOC(=O)N1CCN(C(=O)COc2cccc3c2CCN(Cc2ccccc2C)C3=O)CC1	1%	8

Full records, quoted from the list. Order of screens: Lipid storage S3	Lipid storage S3 cell count max
COc1ccc(NC(=O)CSC2=NN3CCCC(=O)N=C3S2)c(OC)c1 is listed with ?	·
COc1ccccc1NS(=O)(=O)c1ccc(Cl)c(NC(=O)C(C)N2C(=O)c3ccccc3C2=O)c1 (centres undefined) is listed with 24%	-11
COc1cccc(CC(=O)OCC(=O)NCCc2ccc(F)cc2)c1 is listed with ?	·
O=C(CSc1ccc(-c2ccccn2)nn1)N1CCCCC1 is listed with 7%	14

Additional entries:
Compound	Lipid storage S3	Lipid storage S3 cell count max
CCOc1ccc(NC(=O)C/C(N)=N/O)cc1	i	0
Cc1ccc2nc3c(cc(C#N)c(=N)n3Cc3cccnc3)c(=O)n2c1	-8%	-16
CCn1cc(CN2CCCC(C(=O)Nc3ccc(-c4cscn4)cc3)C2)cn1 (centres undefined)	?	·
CCc1c(C2(O)CCCCC2)[nH]c2cc(C(F)(F)F)ccc12	?	·
COC(=O)CCC(=O)Nc1sc(Cc2ccccc2)c(C)c1C(N)=O	-2%	-8
COc1ccc(CNc2ncc(-c3ccccc3)n2C)cc1	?	·
CCc1ccc(OC(=O)c2cccnc2)cc1	?	·
OC[C@H]1OC(Nc2ccc(N=Nc3ccccc3)cc2)[C@@H](O)[C@@H](O)[C@@H]1O (some centres undefined)	?	·
COc1ccc(OC)c(CCNC(=O)Cc2ccc(NC3=NC4CS(=O)(=O)CC4S3)cc2)c1 (centres undefined)	?	·
Clc1ccc(-c2nnc3n2CCCS3)cc1	?	·
CN(CCO)CCOCCOc1cccc2ccccc12	?	·
O=[N+]([O-])c1cc(F)c(N2CCOCC2)cc1N1CCCCC1	-19%	12
O=C1CN2CCC1C/C2=C\c1ccnc2c(Cl)cccc12 (centres undefined)	20%	-5
NC(CSCc1cccc(Br)c1)C(=O)O (centres undefined)	?	·
Nc1nc(NCCO)nc(NCC2CCCO2)c1[N+](=O)[O-] (centres undefined)	?	·
Cn1c(N/N=C2\CCCc3ccccc32)nc2c1c(=O)n(Cc1ccc(F)cc1)c(=O)n2C	-6%	6
O=C(CSc1ccccc1C(=O)N1CCCCC1)NCC1CCCCC1	-4%	-12
CCN(CC)C(=S)SCC(=O)Nc1nc(=O)c2ccccc2s1	?	·
Cc1ccc(S(=O)(=O)Nc2ccc3c(c2)n(C)c(=O)n3C)c(C)c1	?	·
C=CCn1c(SCC(N)=O)nnc1-c1cc(Br)ccc1O	11%	9
Cc1cc(C(=O)Nc2ccccc2Cl)c2ccccc2n1	?	·
CCn1c(SCC(=O)Nc2ccccc2)nnc1-c1cccs1	?	·
COc1ccc(NC(=O)c2ccc3c(c2)OCCO3)cc1OC	?	·
Cc1ccc(S(=O)(=O)N2CCC(C(=O)NCCN3CCOCC3)CC2)cc1C	4%	2
C/C=C/c1ccc(OCC(=O)Nc2ccncc2)c(OC)c1	?	·
COc1ccc(C)cc1NC(=O)c1ccc2c(c1)C(=O)N(Cc1ccncc1)C2=O	?	·
O=C1C2C3CCC(C3)C2C(=O)N1Cc1ccco1 (centres undefined)	1%	·
COCCCN=Cc1c(C)[nH]n(-c2ccc(Br)c(C)c2)c1=O	i	18
Cc1csc(NC(=O)CCC(=O)N(CC(=O)NC2CCCCC2)c2ccccc2)n1	?	·
O=C(CCC(=O)N1CCSc2ccccc21)Nc1cccc(F)c1	?	·
Cc1ccc(Nc2nc(N)c3ccccc3n2)cc1C	?	·
CCCCCC(=O)Nc1cccc(C2=NOC3(C2)C[C@@H](C(N)=O)N(C(=O)CC(c2ccccc2)c2ccccc2)C3)c1 (some centres undefined)	-2%	2
COc1cc(-n2cnnn2)ccc1S(=O)(=O)N1CCOCC1	-14%	-16
O=C(OCc1cccc(F)c1)c1cc2ccccc2cc1O	?	·
O=C(N/N=C/c1c(O)ccc2ccccc12)c1cccc(C(F)(F)F)c1	?	·
CCOC(=O)/C(C#N)=C1/C(=O)N(Cc2ccccc2)c2ccccc21	-4%	4
Cc1cn(S(=O)(=O)c2ccc(Br)c3ccccc23)cn1	?	·
O=C(Cc1nc(=O)c2ccccc2s1)Nc1ccccc1	i	·
Cc1cccc(OCC(=O)OCC(=O)N2CCCc3ccccc32)c1C	6%	0
COc1ccccc1-c1noc(CCC(=O)Nc2ccccc2Cl)n1	i	·
O=S(=O)(Cc1ccccc1)N1CCCCC1	i	·
Nc1ccccc1CNc1nc(NCCO)nc2c1ncn2CCN1CCOCC1	9%	4
CCOC(=O)N1CCN(C(=O)c2ccc3ccccc3c2)CC1	?	·
COc1ccccc1NC(=O)CSc1nnc(Cn2cnc3ccccc32)o1	-5%	14
O=C(CC1SCCNC1=O)Nc1cc(Cl)cc(Cl)c1 (centres undefined)	i	·
CSC1=NC(C(Cl)(Cl)Cl)N=C(c2ccc(C)cc2)N1 (centres undefined)	16%	1
CCn1c(C)nc2cc(C(=O)N/N=C(\C)c3ccc(N4CCOCC4)cc3)ccc21	?	·
CC(Oc1ccc2c(-c3ccccc3)cc(=O)oc2c1)C(=O)NCc1ccccn1 (centres undefined)	0%	5
Cc1ccc(C)c(N(C)S(=O)(=O)c2ccc3[nH]cc(C(=O)NCCN4CCOCC4)c(=O)c3c2)c1	11%	5
COc1ccccc1C(=O)N/C(=C\c1ccccc1)C(=O)NCc1ccco1	i	-3

Continuation:
Compound	Lipid storage S3	Lipid storage S3 cell count max
CS(=O)(=O)c1ccc(Cl)c(NC(=O)CSc2nc3ccccc3c(=O)n2Cc2ccco2)c1	-10%	·
COc1cc2cnncc2cc1OC	?	·
COc1ccc(Cl)cc1NC(=O)CCc1nnc2ccc(N3CCC4(CC3)OCCO4)nn12	?	·
Cn1c(CSc2ccccc2)c(C#N)c2ccccc21	19%	-21
Cc1cc(C(=O)Nc2ccc(Br)cc2)cs1	?	·
Cc1ccc(NC(=O)CN2CCOCC2)c(Br)c1	12%	15
CCC(=O)c1cc2c(C)cc(=O)oc2c(C)c1O	12%	-6
C[C@H](NC(=O)C1CC(=O)N(c2ccc3c(c2)OCCO3)C1)C(=O)N1CCCCC1 (some centres undefined)	?	·
COc1ccccc1OCC(=O)NCC1CCCCC1	?	·
O=C(COC(=O)Cc1cccc(C(F)(F)F)c1)Nc1ccc2c(c1)OCCO2	?	·
CC[C@H]1CN2CCc3cc(OC)c(OC)cc3C2C[C@@H]1C[C@H]1NCCc2cc(OC)c(OC)cc21 (some centres undefined)	?	·
CCN(CC)S(=O)(=O)c1cc(C(=O)Nc2ccc(Cl)cn2)ccc1C	i	-14
Cc1nnc(Nc2ccc(C(=O)NCCO)cc2)c2ccccc12	?	·
COc1cccc(C(=O)OCC(=O)c2c[nH]c3ccccc23)c1O	?	·
Cc1cc([N+](=O)[O-])nn1CCCC(=O)N1CCN(c2ccc(F)cc2)CC1	21%	1
Cc1ccccc1OCCNCC(C)O (centres undefined)	-6%	1
CCOC(=O)C1CCN(CC(=O)Nc2cc(S(=O)(=O)N3CCOCC3)ccc2C)CC1	?	·
CCCOc1ccc(-c2nnc(N)s2)cc1	?	·
CCCCC(C(=O)OCC(=O)c1ccc(OC)cc1)N1C(=O)c2ccccc2C1=O (centres undefined)	?	·
C=CCNC(=O)/C=C/c1cccs1	6%	·
CCOC(=O)c1c(-c2ccccc2)oc2ccc(OCC(N)=O)cc12	?	·
O=[N+]([O-])c1ccc(Nc2nc(NC3CCCCC3)nc(N3CCCC3)n2)cc1	?	·
Cc1nc(Sc2ccc(Cl)cc2)c(C#N)c(C)c1[N+](=O)[O-]	11%	7
O=C(N/N=C/c1ccccn1)NC12CC3CC(CC(C3)C1)C2	-5%	-15
CCS(=O)(=O)c1ccc(O)c(NC(=O)Nc2ccccc2)c1	-1%	-23
COc1ccc(N(CC(=O)Nc2ccc3c(c2)OCO3)S(C)(=O)=O)c(OC)c1	0%	·
CN1CCN(C2CC(=O)N(c3ccc4c(c3)OCCO4)C2=O)CC1 (centres undefined)	?	·
OCC1(CCOc2ccccc2)CCN(Cc2ccc3cccc(F)c3n2)CC1	0%	3
CCC(C)(NC(=O)c1ccccn1)C(=O)NC1CCCCC1 (centres undefined)	2%	8
CC(CN1CCN(C)CC1)OC(=O)c1cccc(Cl)c1 (centres undefined)	?	·

Retrieved one by one from above (two):
Compound	Lipid storage S3	Lipid storage S3 cell count max
COc1ccc(NC(=O)c2ccc3c(c2)OCCO3)cc1OC	?	·
COc1cccc(C(=O)OCC(=O)c2c[nH]c3ccccc23)c1O	?	·

Further compounds follow.
Compound	Lipid storage S3	Lipid storage S3 cell count max
COc1ccc(OC)c(CNC(=O)c2cc(=O)[nH]c3ccc(S(=O)(=O)N4CCCC4)cc23)c1	-3%	13
CN1c2ccccc2C(C)(C)C12C=Nc1c(ccc3ccccc13)O2 (centres undefined)	?	·
CSCCC(NC(=O)C1CCC(C)CC1)C(=O)Nc1ccc(NC(C)=O)cc1 (centres undefined)	i	10
CCn1c(SCC(=O)NC(C)(C)C)nnc1-c1ccccn1	?	·
CCOc1c(C(N)=O)c(-c2ccccc2)c2c(=O)[nH]c3ccccc3n12	?	·
CN(c1ccc(C(=O)NC2CCCC2)cc1)S(=O)(=O)c1ccc(Cl)cc1	?	·
CN(C)c1cc[nH]c(=O)c1C#N	?	·
O=C(O)C1C2C=CC(O2)C1C(=O)Nc1ccc(S(=O)(=O)N2CCc3ccccc32)cc1 (centres undefined)	18%	-9
CC(C)OC(=O)c1cn(-c2ccccc2)nc1-c1ccco1	?	·
O=C(CCc1nnc2ccc(N3CCC4(CC3)OCCO4)nn12)Nc1ccc(F)cc1	?	·
CCOC(=O)c1c(NC(=O)C(C)OC(=O)c2ccc(NC(=O)CC#N)cc2)sc2c1CCCC2 (centres undefined)	?	·
